HIF-2a inh: blocks HIF-2a reporter activity | actives 0.72% (n = 360,000) | 786-0 RCC cells HIF-2a reporter, luciferase luminescence, overnight | inhibition, % at 18.8 µM;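 active = inhibition of the luminescence signal of 40% or more relative to plate controls, in a single-dose primary screen at 18.75 µM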
KKLEB cytotox: CF airway cell cytotoxicity counter-screen | KKLEB CF airway cells viability, ATPlite luminescence, overnight; stronger effect = lower value; cells stimulated with P. aeruginosa culture filtrate | activity change (cytotoxicity), % at 5 µM | actives 0.36% (n = 360,000);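 active = corrected activity change at or below -50% at 5 µM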
hiPSC survival: hiPSC single-cell survival enhancement; ATPlite luminescence; 100% = ROCK inhibitor wells, 0% = DMSO; survival enhancement, % at 20 µM; actives 0.044% (n = 360,000); AID 602274; in the data active = survival enhancement above about 18%;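 note: cells exposed to compounds for 16 hours before the ATP read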
NR2E3 ag-1: agonists of human nuclear receptor NR2E3. inhibition of corepressor binding, % at 4.78 µM. GST-NR2E3/biotin-RetCOR TR-FRET, 1536-well. actives 0.12% (n = 320,000). AID 2300. Q9Y5X4;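 active = percent inhibition above the cutoff of mean plus 3 SD of all tested compounds, set per screening campaign, cut at about 20% in these data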;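 note: 0% = DMSO wells and 100% = biotin wells as full block of FRET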
Target sequence (Q9Y5X4 whole entry, looked up): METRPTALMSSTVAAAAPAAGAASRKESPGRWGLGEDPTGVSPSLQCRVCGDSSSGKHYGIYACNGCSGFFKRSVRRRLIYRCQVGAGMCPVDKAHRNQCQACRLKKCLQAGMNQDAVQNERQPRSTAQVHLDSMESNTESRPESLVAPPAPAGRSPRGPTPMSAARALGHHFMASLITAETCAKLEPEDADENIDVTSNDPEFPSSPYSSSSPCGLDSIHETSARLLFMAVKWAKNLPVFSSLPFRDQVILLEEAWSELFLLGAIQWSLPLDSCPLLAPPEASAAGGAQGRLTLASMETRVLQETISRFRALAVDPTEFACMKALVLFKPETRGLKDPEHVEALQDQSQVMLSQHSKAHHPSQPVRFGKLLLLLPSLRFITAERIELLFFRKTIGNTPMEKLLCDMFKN
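System: GST-NR2E3 and biotin-RetCOR proteins; probe or stimulus: 7 nM biotin-RetCOR; doses: compound at 4.8 µM, single dose; schedule: Compound–protein incubation for 5 h at 4 °C; detection: time-resolved FRET; read-out: percent inhibition; controls: biotin wells as high control, 0.6% DMSO wells as low control; format: 1536-well plates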
LMP1 NFkB inh: Epstein-Barr LMP1 NF-kappaB reporter inhibition; LMP1-induced NF-kappaB luciferase reporter cells, luminescence; inhibition, % at 12.5 µM; actives 0.69% (n = 350,000); in the data active = inhibition above about 41%;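 note: 0% = neutral control wells and 100% = reference inhibitor control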
NR2E3 ag-2: human photoreceptor-specific nuclear receptor agonism; Q9Y5X4; CHO-S Gal4-NCOR/VP16-NR2E3 two-hybrid, luciferase; inhibition of corepressor binding, % at 3.98 µM; actives 0.35% (n = 360,000); AID 602229;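 active = inhibition above the mean of all tested compounds plus 3 SD, cut at about 70% in these data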;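 note: 0% = DMSO with NR2E3 transfected cells and 100% = cells lacking NR2E3 construct; higher means lower luciferase signal from less NR2E3 corepressor binding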
Peg3 promoter: Peg3 promoter activity inhibition; HeLa PEG-Prom luciferase reporter, luminescence, overnight; inhibition, % at 20 µM; actives 1.7% (n = 360,000); AID 588405;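 active = inhibition of at least 50% at 20 µM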
Shn3 inh set2: Schnurri-3 reporter inhibition in Clone20 osteoblasts; inhibition, % at 12.5 µM; actives 0.52% (n = 360,000); Clone20 osteoblast Shn3 3'UTR firefly luciferase, 24 h; AID 588674;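 active = mean inhibition of at least 75% with every replicate also reaching 75%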;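 note: 0% = median of neutral control wells and 100% = pilot-screen positive control compound; some compounds past the cut are filed as inactive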
TRAIL sens C8: caspase-8 TRAIL sensitization | NB7+C8 cells + TRAIL, ATPlite viability luminescence | inhibition (viability loss, TRAIL sensitization), % at 10 µM | actives 1% (n = 360,000);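 active = compounds causing at least 50% loss of cell viability in the single-dose screen, relative to plate controls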
MITF TRPM1 inh: inhibitors of MITF-driven TRPM1 promoter in melanoma cells; inhibition, % at 12.5 µM; SK-MEL-5 TRPM1 promoter luciferase, 24 h; actives 0.83% (n = 330,000);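 active = mean inhibition across replicates of 60% or more, whatever share of single replicates reaches that level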; note: values of inactives mirror those of a sister screen read the other way
CF NFkB block: blocks PAF-induced NF-kB reporter in cystic fibrosis cells | inhibition, % at 5 µM | KKLEB NF-kB-GFP reporter, GFP fluorescence overnight | actives 0.86% (n = 360,000);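 active = at least 50% inhibition at 5 µM, scaled per plate between neutral and stimulator controls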;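 note: PAF is a Pseudomonas aeruginosa culture filtrate used as stimulus; plate controls were PAF-stimulated DMSO wells for no effect and unstimulated DMSO wells for full effect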
Active calls of the source: *; / = no result given.

(1) Cc1ccc(Cn2ccc(NC(=O)c3cc(-c4ccc5c(c4)OCO5)on3)n2)cc1
(2) O=C(CSc1ncn[nH]1)c1cc2ccccc2o1
(3) Cc1cccc(NC(=O)CNC(=O)c2cccc(-n3cccc3)c2)c1C
(4) COc1ccc(CNC(=O)Cn2c(=O)n(CC(=O)N3CCCCC3)c(=O)c3sccc32)cc1
(5) O=C1C(=O)c2ccccc2C(O)=C1CC=C(Cl)Cl

compound no.	1	2	3	4	5
CF NFkB block	-15	11	-8	1	11
LMP1 NFkB inh	-7	-6	2	-15	6
MITF TRPM1 inh	4	-8	-3	7	1
hiPSC survival	-1.7	3.1	-0.4	-0.5	-0.6
Shn3 inh set2	-4	-71	3	-13	55
Peg3 promoter	-7	-68	18	9	12
HIF-2a inh	-11	-81	-4	14	-11
NR2E3 ag-2	-9	-25	10	5	-5
NR2E3 ag-1	/	0	-4	-2	/
KKLEB cytotox	15	4	-4	-2	1
TRAIL sens C8	3	-6	-9	-6	18

(6) O=c1c2ccccc2nc2oc3ccccc3n12
(7) O=C(Nc1ccc(F)c(Cl)c1)c1cc(C2CCCCN2C(=O)c2ccc(Cl)cc2)on1 (stereo unspecified)
(8) COc1cccc(-c2c(C(=O)N/N=C(\C)c3cccs3)nnn2-c2nonc2N)c1
(9) COc1cc(/C=C2/SC(=S)N(CCC(=O)Nc3ccc(C(=O)O)cc3)C2=O)cc(OC)c1OC
(10) CCS(=O)(=O)N1CCC(C(=O)NCc2cccs2)CC1

compound no.	6	7	8	9	10
CF NFkB block	-20	6	4	21	-2
LMP1 NFkB inh	-25	/	4	-12	4
MITF TRPM1 inh	-40	/	6	6	-6
hiPSC survival	-0.1	0.1	0.3	0.7	-0.1
Shn3 inh set2	-86	10	8	-15	-9
Peg3 promoter	-244	16	33	-3	-9
HIF-2a inh	-234	1	13	8	-3
NR2E3 ag-2	-137	-16	10	3	-10
NR2E3 ag-1	-3	/	4	-2	3
KKLEB cytotox	-8	-10	-13	6	8
TRAIL sens C8	12	18	-5	6	-11

(11) O=C(CSCc1cccc(F)c1)NCc1ccccc1
(12) CCCn1c(C)cc(C(=O)CN2C(=O)c3ccccc3C2=O)c1C
(13) CCN(CC)CCNC(=O)CCCCn1c(=S)[nH]c2c([nH]c3ccc(OC)cc32)c1=O
(14) CCn1cc(C(=O)NCCO)c(=O)c2cc(F)c(N3CCN(C)CC3)cc21
(15) CC1=CCC(C(C)(C)NC(=O)c2ccccc2)C/C1=N\O (stereo unspecified)

compound no.	11	12	13	14	15
CF NFkB block	14	12	/	2	-2
LMP1 NFkB inh	-14	-6	0	-8	-4
MITF TRPM1 inh	-45	-8	8	1	5
hiPSC survival	-0.8	0.0	/	0.1	0.8
Shn3 inh set2	-14	-49	6	-32	-1
Peg3 promoter	-216	-98	/	11	7
HIF-2a inh	-212	-103	/	16	5
NR2E3 ag-2	-121	-117	0	-17	5
NR2E3 ag-1	-7	1	-12	1	-3
KKLEB cytotox	0	1	/	5	-17
TRAIL sens C8	4	27	/	-12	-18

(16) Cc1ccc(NC(=O)N2CCCCC2)cc1NC(=O)N1CCCCC1
(17) CCN(CC)c1ccc(NC(=O)c2cnn(CC)c2)cc1
(18) Cc1ccc(NC(=O)N2CCC(C(=O)NCC(C)C)CC2)cc1
(19) O=S(=O)(NCCNS(=O)(=O)c1ccccc1)c1ccccc1
(20) CCOC(=O)c1c(C)c(C(=O)NCCc2ccc(S(N)(=O)=O)cc2)c(C)n1CC

compound no.	16	17	18	19	20
CF NFkB block	-2	10	-10	-1	-2
LMP1 NFkB inh	-7	-9	-4	0	3
MITF TRPM1 inh	-2	-14	9	11	9
hiPSC survival	-0.1	-2.5	-0.1	-2.1	1.2
Shn3 inh set2	10	-15	6	21	10
Peg3 promoter	4	-124	-3	10	11
HIF-2a inh	9	-106	16	-4	2
NR2E3 ag-2	-8	-54	-2	1	-16
NR2E3 ag-1	5	-8	7	-2	0
KKLEB cytotox	1	-8	5	5	14
TRAIL sens C8	-5	13	-3	-4	-11

(21) CCn1nc(NS(=O)(=O)c2ccc(C)cc2)c2cc3ccccc3nc21
(22) Cc1cc(NC(=O)/C(C#N)=C/c2ccco2)n(-c2ccccc2)n1
(23) COc1ccc([C@H]2CC(=O)C=C(c3ccccc3)C2)cc1
(24) O=C(O)/C=C\c1cn(-c2ccccc2)nc1-c1cc2ccccc2o1
(25) CC(=O)c1cccc(NC(=O)C2CC(=O)N(c3ccc4c(c3)OCCO4)C2)c1 (stereo unspecified)

compound no.	21	22	23	24	25
CF NFkB block	-10	2	12	-32	-11
LMP1 NFkB inh	-8	3	-14	-12	39
MITF TRPM1 inh	4	16	-13	-16	3
hiPSC survival	0.1	-0.7	-1.8	0.8	-0.1
Shn3 inh set2	-3	-9	6	-5	4
Peg3 promoter	12	3	-28	-39	3
HIF-2a inh	16	17	-50	-258	12
NR2E3 ag-2	-19	-4	-15	-9	-9
NR2E3 ag-1	-7	6	8	2	2
KKLEB cytotox	-9	2	8	-4	2
TRAIL sens C8	-11	-5	1	-2	0

(26) CCCCCc1cc(=O)oc2c(C(CCN(CC)CC)c3cc(OC)c(OC)c(OC)c3)c(OC)cc(OC)c12 (stereo unspecified)
(27) CCOC(=O)C(C)Sc1nc(-c2ccccc2)nc2ccc(F)cc12 (stereo unspecified)
(28) Cc1c(C)c2ccc(OCC(=O)NCCN3CCOCC3)cc2oc1=O
(29) CC(CNC(=O)COc1ccccc1)OC(=O)Nc1cccc(Cl)c1 (stereo unspecified)
(30) CCOc1cc(/C=C2/NC(=O)N(CC(=O)OC)C2=O)ccc1OC

compound no.	26	27	28	29	30
CF NFkB block	12	4	-2	8	6
LMP1 NFkB inh	0	1	9	-2	-2
MITF TRPM1 inh	93*	7	7	-12	16
hiPSC survival	-4.3	-0.8	-0.5	-1.9	-0.6
Shn3 inh set2	21	10	0	-1	-13
Peg3 promoter	105*	26	-13	6	7
HIF-2a inh	-7	7	-7	12	6
NR2E3 ag-2	-1	-34	-15	-19	-12
NR2E3 ag-1	1	0	1	1	3
KKLEB cytotox	-11	-11	-5	-8	6
TRAIL sens C8	75*	4	22	-5	-10

Another view of some results above:
27. CCOC(=O)C(C)Sc1nc(-c2ccccc2)nc2ccc(F)cc12 (stereo unspecified)
- CF NFkB block: 4
- LMP1 NFkB inh: 1
- MITF TRPM1 inh: 7
- hiPSC survival: -0.8
- Shn3 inh set2: 10
- Peg3 promoter: 26
- HIF-2a inh: 7
- NR2E3 ag-2: -34
- NR2E3 ag-1: 0
- KKLEB cytotox: -11
- TRAIL sens C8: 4
28. Cc1c(C)c2ccc(OCC(=O)NCCN3CCOCC3)cc2oc1=O
- CF NFkB block: -2
- LMP1 NFkB inh: 9
- MITF TRPM1 inh: 7
- hiPSC survival: -0.5
- Shn3 inh set2: 0
- Peg3 promoter: -13
- HIF-2a inh: -7
- NR2E3 ag-2: -15
- NR2E3 ag-1: 1
- KKLEB cytotox: -5
- TRAIL sens C8: 22
29. CC(CNC(=O)COc1ccccc1)OC(=O)Nc1cccc(Cl)c1 (stereo unspecified)
- CF NFkB block: 8
- LMP1 NFkB inh: -2
- MITF TRPM1 inh: -12
- hiPSC survival: -1.9
- Shn3 inh set2: -1
- Peg3 promoter: 6
- HIF-2a inh: 12
- NR2E3 ag-2: -19
- NR2E3 ag-1: 1
- KKLEB cytotox: -8
- TRAIL sens C8: -5
30. CCOc1cc(/C=C2/NC(=O)N(CC(=O)OC)C2=O)ccc1OC
- CF NFkB block: 6
- LMP1 NFkB inh: -2
- MITF TRPM1 inh: 16
- hiPSC survival: -0.6
- Shn3 inh set2: -13
- Peg3 promoter: 7
- HIF-2a inh: 6
- NR2E3 ag-2: -12
- NR2E3 ag-1: 3
- KKLEB cytotox: 6
- TRAIL sens C8: -10

The list continues:
(31) O=C(O)CCS(=O)(=O)Cc1ccccc1Cl
(32) O=C(O)CSc1nnc(Cc2cccc3ccccc23)n1-c1cc(C(F)(F)F)cc(C(F)(F)F)c1
(33) CC(C)c1nnc(-c2ccc(Cl)cc2)c(N(C)C)n1
(34) Cc1cc(OCC(=O)N2CCOCC2)cc2oc(=O)c3ccccc3c12
(35) S=C1NCCc2ccccc2C1c1ccccc1 (stereo unspecified)

compound no.	31	32	33	34	35
CF NFkB block	0	10	5	-9	8
LMP1 NFkB inh	-1	-2	5	-4	-3
MITF TRPM1 inh	-2	-5	0	-13	-3
hiPSC survival	-0.2	0.0	-2.0	0.2	-2.8
Shn3 inh set2	-6	-3	-16	16	19
Peg3 promoter	4	10	11	-8	10
HIF-2a inh	3	5	-10	-5	-17
NR2E3 ag-2	-15	6	-22	-15	22
NR2E3 ag-1	-1	1	1	0	2
KKLEB cytotox	0	-5	-5	8	7
TRAIL sens C8	-7	-13	-9	48	-2

(36) COc1cccc(CN(C)Cc2c(O)ccc3ccccc23)c1
(37) Cc1csc2c(=O)sc(NC(=O)c3ccc(F)cc3)nc12
(38) CC(O)(c1cccc(F)c1)c1nc(-c2ccoc2)cs1 (stereo unspecified)
(39) C=C(C)CSc1nnc(-c2ccc(OC)cc2)n1N
(40) O=C(CSc1cn[nH]n1)Nc1cccc(C(F)(F)F)c1

compound no.	36	37	38	39	40
CF NFkB block	7	-8	15	2	4
LMP1 NFkB inh	-4	/	/	-14	3
MITF TRPM1 inh	18	/	/	-56	3
hiPSC survival	-0.4	0.1	0.2	-0.7	-0.7
Shn3 inh set2	-15	-12	-22	-34	2
Peg3 promoter	12	15	7	-72	-15
HIF-2a inh	-14	-2	-6	-120	2
NR2E3 ag-2	-32	-7	12	-1	5
NR2E3 ag-1	3	4	/	4	4
KKLEB cytotox	3	4	-4	0	21
TRAIL sens C8	-11	1	-13	-6	-9

(41) CCCCOc1ccc(CN(CCO)CCO)cc1[N+](=O)[O-]
(42) CC(=O)NCCNC(=O)C1Cc2c(-c3cccc(NC(C)=O)c3)ccnc2O1 (stereo unspecified)
(43) Cc1cc(C)nc(Sc2ncnc3c2oc2ccccc23)n1
(44) CC1CCCC(NC(=O)COC(=O)c2ccc3c(c2)OCCO3)C1C (stereo unspecified)
(45) COc1ccc2c(c1)c(C(=O)CN1CCN(Cc3ccccc3)CC1)c(C)n2C
(46) O=C1NC2(CCCC2)C(=O)N1CCS(=O)(=O)Oc1ccccc1
(47) COCCCn1c(C)nnc1-c1cnn(-c2ccccc2)c1N

compound no.	41	42	43	44	45	46	47
CF NFkB block	-2	-24	32	2	8	4	11
LMP1 NFkB inh	8	/	9	-5	5	-9	-7
MITF TRPM1 inh	-20	/	-7	5	-2	5	4
hiPSC survival	-3.3	1.7	-2.7	-0.2	-0.1	-0.4	0.7
Shn3 inh set2	-26	-2	-44	-5	/	0	-2
Peg3 promoter	-102	6	-71	6	2	6	-19
HIF-2a inh	-149	14	-122	10	14	9	-2
NR2E3 ag-2	-17	-24	2	-35	26	6	-21
NR2E3 ag-1	3	/	2	/	-3	1	-4
KKLEB cytotox	8	17	-6	0	-3	-2	9
TRAIL sens C8	2	-20	6	-12	-1	-21	-7

Screening results as filed in PubChem BioAssay.

Only part of the results is shown (hit frequency here may not be typical).
